# Screening results: PubChem, Broad Institute
# dFosB act: enhances mouse delta FosB homodimer DNA binding | purified delta FosB, TAMRA-CDK5 oligo fluorescence polarization; percent of positive-control signal above neutral wells | activation, % at 25 µM | 340,000 compounds, 0.99% hits;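 active = mean activation above about 17%, with every replicate also reaching it, limit read from the data, passing the limit was not always enough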;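 also: fluorescence polarization rise as delta FosB binds a TAMRA Cdk5 AP-1 oligo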
# SR-BI uptake up: activators of SR-BI mediated HDL lipid uptake; CHO ldlA[mSR-BI] cells, DiI-HDL uptake fluorescence, 3 h; 100 = double the neutral-control signal; activation, % at 12.5 µM; 320,000 compounds, 0.096% hits;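 active = mean replicate activation of at least 60% and every replicate at or above 60%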;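 also: 0% = median plate neutral-control signal and 100% = twice that signal; values of inactives mirror those of a sister screen read the other way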
#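 System: CHO ldlA[mSR-BI] cells / Medium: HEPES-buffered (25 mM, pH 7.4) F12 plus 0.5% BSA / Probe or stimulus: labelled HDL, 10 µg/mL / Doses: single compound concentration, delivered by pin transfer / Schedule: 3 h, 37 °C / Measured by: DiI fluorescence, bottom read / Measure: cell-associated DiI fluorescence as measure of HDL uptake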
# CAL PDZ FP-1: inhibitors of human CAL PDZ peptide binding; 300,000 compounds, 0.92% hits; inhibition, % at 24.9 µM; purified CAL PDZ, TMR-peptide fluorescence polarization, 1 h; AID 602252; Q9HD26;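 active = mean inhibition of at least 30% with at least half of replicates also reaching 30%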;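 also: 0% = DMSO neutral control and 100% = excess unlabeled competitor peptide PRC23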
# NSD2 inh: blocks human histone methyltransferase NSD2; O96028; NSD2 peptide methylation, AlphaScreen, 120 min; inhibition, % at 12.5 µM; 310,000 compounds, 0.54% hits; in the data active = inhibition above about 50%
# Target sequence (O96028 whole entry, looked up): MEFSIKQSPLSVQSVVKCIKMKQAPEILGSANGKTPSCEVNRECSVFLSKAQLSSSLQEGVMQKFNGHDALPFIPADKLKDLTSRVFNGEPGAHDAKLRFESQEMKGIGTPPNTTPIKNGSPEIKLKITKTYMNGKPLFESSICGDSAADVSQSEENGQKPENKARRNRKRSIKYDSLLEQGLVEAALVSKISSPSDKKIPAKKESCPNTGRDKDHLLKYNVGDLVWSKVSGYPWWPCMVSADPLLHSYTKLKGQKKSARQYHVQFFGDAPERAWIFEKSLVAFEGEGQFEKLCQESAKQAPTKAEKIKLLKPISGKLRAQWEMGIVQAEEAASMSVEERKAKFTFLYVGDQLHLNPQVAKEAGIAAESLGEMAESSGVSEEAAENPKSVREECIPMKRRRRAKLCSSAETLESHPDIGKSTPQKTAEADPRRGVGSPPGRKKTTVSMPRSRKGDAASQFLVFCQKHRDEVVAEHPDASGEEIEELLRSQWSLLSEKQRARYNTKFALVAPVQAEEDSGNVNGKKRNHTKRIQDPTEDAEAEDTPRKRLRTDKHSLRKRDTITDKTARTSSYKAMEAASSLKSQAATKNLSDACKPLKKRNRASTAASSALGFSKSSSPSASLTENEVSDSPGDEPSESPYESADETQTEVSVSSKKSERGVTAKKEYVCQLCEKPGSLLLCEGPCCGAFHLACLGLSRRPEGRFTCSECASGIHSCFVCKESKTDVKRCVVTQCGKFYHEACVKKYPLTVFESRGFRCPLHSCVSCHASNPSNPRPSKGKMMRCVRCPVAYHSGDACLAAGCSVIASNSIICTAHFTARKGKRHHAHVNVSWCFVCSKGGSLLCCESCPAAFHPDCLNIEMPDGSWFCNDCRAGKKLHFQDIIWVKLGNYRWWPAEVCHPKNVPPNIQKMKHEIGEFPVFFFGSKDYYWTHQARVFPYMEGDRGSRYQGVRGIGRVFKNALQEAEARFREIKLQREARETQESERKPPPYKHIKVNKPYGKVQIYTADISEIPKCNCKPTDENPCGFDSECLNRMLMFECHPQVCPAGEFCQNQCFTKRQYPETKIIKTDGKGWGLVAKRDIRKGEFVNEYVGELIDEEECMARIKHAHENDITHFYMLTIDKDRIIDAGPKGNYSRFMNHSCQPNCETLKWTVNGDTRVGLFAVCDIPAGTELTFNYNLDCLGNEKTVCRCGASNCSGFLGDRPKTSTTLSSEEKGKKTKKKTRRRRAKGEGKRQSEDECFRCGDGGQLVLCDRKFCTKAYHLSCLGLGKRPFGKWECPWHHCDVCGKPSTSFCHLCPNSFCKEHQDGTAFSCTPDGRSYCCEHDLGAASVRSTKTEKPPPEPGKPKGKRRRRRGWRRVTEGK
# PvdQ inh: blocks Pseudomonas aeruginosa PvdQ acylase activity. AID 488965. inhibition, % at 10 µM. 340,000 compounds, 0.063% hits. purified PvdQ acylase, fluorescence plate reader; in the data active = inhibition above about 30%, passing the limit was not always enough;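 also: 0% = vehicle neutral wells and 100% = reference inhibitor wells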
# PfHsp90 set2: growth inhibition of yeast expressing Plasmodium Hsp90; 310,000 compounds, 0.32% hits; AID 504621; inhibition, % at 9.4 µM; S. cerevisiae expressing PfHsp90, BacTiter-Glo ATP, 48 h; yeast lacking PDR1 and PDR3 efflux regulators;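 active = every replicate shows inhibition above about 80%, whatever the replicate mean, limit read from the data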;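 also: 0% = DMSO neutral controls and 100% = 20 µM radicicol positive controls; yeast relying on Plasmodium falciparum Hsp90 in place of its own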
# MITF act: increases MITF-driven TRPM1 promoter luciferase signal. SK-MEL-5 TRPM1-promoter luciferase, 24 h; % of positive control, neutral wells = 0. activation, % at 12.5 µM. 300,000 compounds, 0.75% hits;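 active = mean activation of at least 80% with every replicate also reaching 80%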;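 also: 0% = neutral control wells and 100% = parthenolide positive control wells; values of inactives mirror those of a sister screen read the other way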
# CAL PDZ FP-2: inhibitors of human CAL PDZ peptide binding; Q9HD26; purified CAL PDZ, TMR-peptide fluorescence polarization, 1 h; inhibition, % at 20 µM; 330,000 compounds, 0.02% hits; AID 504414;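 active = highest replicate inhibition of at least 40%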;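 also: plate controls were DMSO neutral control wells for no effect and unlabeled competitor peptide control wells for full effect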
#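 Assay system – tagged CAL PDZ protein CerCALP, purified · Timing – 1 h at RT · Compound – single point, 20 µM · Measured by – fluorescence polarization from S- and P-plane intensities, G-factor corrected · Evaluation – inhibition from polarization loss · Probe or stimulus – TMR reporter peptide T*-PRC34 · Buffer or medium – pH 7.4 phosphate-saline buffer, reducing agent, detergent, IgG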
# Rtt109 HAT inh: blocks Candida albicans Rtt109/Vps75 acetyltransferase activity; Q5AAJ8; purified Rtt109/Vps75, ThioGlo CoA-SH fluorescence, 4 h; inhibition, % at 34.9 µM; 330,000 compounds, 0.16% hits; AID 540336;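 active = inhibition of at least 50% in every replicate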
# SR-BI HDL uptake: inhibitors of mouse SR-BI mediated HDL lipid uptake; Q61009; ldlA[mSR-BI] CHO cells, DiI-HDL uptake fluorescence, 3 h; inhibition, % at 12.5 µM; 320,000 compounds, 0.96% hits;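 active = mean replicate inhibition of at least 70% and a set share of replicates each scoring 70 or more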;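 also: 0% = median of neutral control wells and 100% = median of positive control wells; values of inactives mirror those of a sister screen read the other way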
# * hit, by the source's call; / = no result given.
no.	smiles	dFosB act	SR-BI uptake up	CAL PDZ FP-1	NSD2 inh	PvdQ inh
1	O=C(C(=O)N(Cc1ccccc1)Cc1ccccc1)c1c(-c2ccccc2)[nH]c2ccccc12	-11	6	-1	/	-10
2	Cc1ccc(SC(C)c2nc(-c3ccccc3)no2)cc1 (configuration not stated)	4	/	-4	-7	6
3	COCCN(CC(=O)NCc1ccccc1)C(=O)CCC(=O)Nc1nccs1	5	23	-6	0	-11
4	COc1cc(C(=O)NCc2nnc(SCC(=O)N3CCCCC3)o2)cc(OC)c1OC	2	10	2	/	-17
5	Cc1cc([N+](=O)[O-])ccc1NC1CCCC1	-4	-10	-2	4	-2
6	O=C(N/N=C/c1coc2ccccc2c1=O)c1cn(-c2ccccc2)nc1-c1ccccc1	-5	24	-3	-1	-5
7	COc1ccc(CN2C(=O)C(CC(C)C)Nc3ncnc(N4CCN(c5ccccc5)CC4)c32)cc1 (configuration not stated)	7	16	-2	/	0
8	O=S(=O)(c1cccc(S(=O)(=O)N2CCN(c3ncccn3)CC2)c1)N1CCOCC1	-1	25	-4	-4	5
9	COc1cccc(CN(C)C(=O)Nc2cccc(C(F)(F)F)c2)c1OC	-6	10	-6	-1	5
10	Cc1nn(CC(C)C)c(Cl)c1C(=O)N(c1ccc(Cl)cc1F)S(C)(=O)=O	2	/	-4	-3	8
11	CCCC(NC(=O)COc1cc2c(c3oc(=O)c(C)c(C)c13)CCC(C)(C)O2)C(=O)O (configuration not stated)	-5	14	4	-2	-11
12	Nc1nccnc1C(=O)OCC(=O)NC1CCCc2ccccc21 (configuration not stated)	-9	-13	-3	0	-15
13	CCc1nnc(NC(=O)C2CCN(c3cnccn3)CC2)s1	-6	18	2	0	-15
14	Cc1c(C(=O)NCc2cccnc2)oc2ccccc12	-9	4	-3	-2	-7
15	O=C1NCCCCC1NC1CC(=O)N(c2ccccc2)C1=O (configuration not stated)	2	10	-3	-4	-7

no.	PfHsp90 set2	MITF act	CAL PDZ FP-2	Rtt109 HAT inh	SR-BI HDL uptake
1	-35	-16	-0.5	-2	-6
2	0	24	-1.3	-15	/
3	11	/	-0.9	0	-23
4	-1	4	-1.6	-9	-10
5	-23	9	-2.5	-4	10
6	-15	-10	-2.1	-5	-24
7	-8	-9	-2.6	6	-16
8	-53	10	-2.3	27	-25
9	9	5	-0.1	12	-10
10	5	-4	-2.3	-8	/
11	0	-7	-1.9	-5	-14
12	7	4	-0.9	3	13
13	18	/	-2.4	-16	-18
14	/	10	-0.8	9	-4
15	14	-9	-0.5	-2	-10

# Further compounds follow:
no.	smiles	dFosB act	SR-BI uptake up	CAL PDZ FP-1	NSD2 inh	PvdQ inh
16	Cc1ccc(C(=O)N/N=C/C=C/c2ccccc2)o1	-12	-2	-2	0	-7
17	S=C(NCc1ccco1)Nc1ccccc1	6	-11	-2	1	0
18	CC(=O)Nc1cccc(/C(C)=N/NC(=O)c2ccc3c(c2)OCO3)c1	-4	29	5	1	0
19	C=CCn1c(COc2ccccc2OC)nc2ccccc21	-13	-13	1	0	10
20	CN(C(=O)c1cccc(NC(=O)Cc2ccc(NC(=O)C3CCCN(C(=O)C4CCCCC4)C3)cc2)c1)C1CCCCC1 (configuration not stated)	-13	-59	-1	/	-4
21	CC(=O)c1cccc(NC(=O)C(C)OC(=O)c2ccc3ncsc3c2)c1 (configuration not stated)	-4	-17	-4	8	4
22	CCO[C@H]1OC(C(=O)NCc2nc3ccccc3[nH]2)=C[C@@H](c2ccc3c(c2)OCO3)[C@@H]1CCCO	-14	-27	-4	/	-10
23	CCOc1ccc(Br)cc1C(=O)N/N=C/c1ccccn1	-15	-8	1	-2	0
24	COc1ccnc(CN(C)C(=O)C2CCC(=O)N(CCN(C)C)C2)c1 (configuration not stated)	-1	-2	-1	4	-12
25	CCCCCc1cc(=O)oc2c(C(CCN3CCCC(C)C3)c3ccc(N(C)C)cc3)c(OC)cc(OC)c12 (configuration not stated)	2	1	-3	/	-14
26	O=C(O)C(C(O)c1ccccc1)[n+]1ccccc1 (configuration not stated)	-3	10	-1	/	-10
27	CC(Oc1ccc(F)cc1)C(=O)Nc1cc(C(F)(F)F)ccc1-n1cncn1 (configuration not stated)	-3	13	-7	-2	-18
28	Cc1cc(SCC(=O)N(CC(C)C)c2c(N)n(CC(C)C)c(=O)[nH]c2=O)nc2ccccc12	4	-12	1	/	-1
29	CCOC(=O)CSc1ccc(C(=O)Nc2ccc(Cl)cc2)cn1	-5	21	0	0	9
30	COc1ccc(N(C(=O)c2ccco2)C(C(=O)NC2CCCC2)c2ccc(N3CCOCC3)cc2)c(OC)c1 (configuration not stated)	-10	11	-9	-2	4

no.	PfHsp90 set2	MITF act	CAL PDZ FP-2	Rtt109 HAT inh	SR-BI HDL uptake
16	-45	7	-1.6	-3	2
17	6	-9	1.2	3	11
18	-19	15	-0.8	/	-29
19	-7	16	/	5	13
20	-1	-8	1.5	-1	59
21	11	-5	-0.7	-5	17
22	-19	-2	0.7	1	27
23	23	-1	-0.7	-6	8
24	-14	0	-1.1	-4	2
25	4	-37	0.9	2	-1
26	-11	3	0.2	-8	-10
27	/	2	0.5	-5	-13
28	-3	4	0.3	7	12
29	4	-17	-1.9	-7	-21
30	0	-7	-1.9	7	-11

# Remaining list, next part
no.	smiles	dFosB act	SR-BI uptake up	CAL PDZ FP-1	NSD2 inh	PvdQ inh
31	CCCCNC(=S)N=Nc1c(O)n(Cc2ccccc2)c2ccccc12	4	15	-6	1	-3
32	COC(=O)c1cccc(CN2C(=O)SC(Nc3ccc(C)cc3)C2=O)c1 (configuration not stated)	-3	22	-3	-2	-17
33	CC(=O)C1=C(O)C(=O)N(CCc2ccccc2)C1c1ccccc1[N+](=O)[O-] (configuration not stated)	-5	10	-2	-2	-10
34	Nc1nc(COc2ccccc2C=O)nc(Nc2ccccc2)n1	59*	-8	-2	/	-16
35	CC1CCN(c2ccc(C(=O)O)cc2NS(=O)(=O)c2ccc(Br)cc2)CC1	-14	7	-6	2	0
36	O=C1N2CCSC2=NC1(Nc1ccccn1)C(F)(F)F (configuration not stated)	-2	24	/	1	-15
37	CCn1c(SCC(=O)NC(C)(C)C)nnc1-c1ccoc1C	2	12	-11	-2	-9
38	CCN(CC)C(=O)c1ccc2c3c(cccc13)C(=O)N(CCc1ccc(OC)c(OC)c1)C2=O	-7	-36	-1	-1	-9
39	Cc1ccc(S(=O)(=O)CC(=O)c2ccc(C(C)(C)C)cc2)cc1	0	/	-1	0	14
40	CC1(C)NS(=O)(=O)Oc2ccccc21	6	3	-1	/	-10
41	O=C(c1cccs1)n1nc(-c2ccccc2)nc1NCc1ccc(F)cc1	-6	-1	/	1	-5
42	O=c1c2ccccc2nc(COc2ccccc2)n1/N=C/c1cc([N+](=O)[O-])ccc1O	1	-130	-4	5	4
43	Cc1cccc(-c2noc(CCCOc3ccc(Cl)cc3Cl)n2)c1	-7	/	-1	-1	-10
44	COc1ccccc1N1CCN(C(=O)N2CCOCC2)CC1	-3	16	-2	-7	0
45	CC(=O)N1c2ccccc2[C@@H](C)[C@@H]1C	1	4	-3	/	-8

no.	PfHsp90 set2	MITF act	CAL PDZ FP-2	Rtt109 HAT inh	SR-BI HDL uptake
31	-12	6	-0.6	0	-15
32	7	-8	-0.9	0	-22
33	-6	-5	1.0	10	-10
34	3	33	-0.8	3	8
35	6	-8	-3.9	10	-7
36	34	/	-1.5	7	-24
37	20	10	0.1	-3	-12
38	35	-24	-0.9	-3	36
39	1	-1	-1.9	6	/
40	-18	16	0.5	-10	-3
41	/	30	-3.4	-9	1
42	28	-42	-2.4	-1	130*
43	-13	12	/	1	/
44	/	5	0.5	-4	-16
45	-2	-10	0.6	-4	-4

# Arranged by molecular weight (descending): some entries from above.
no.	smiles	dFosB act	SR-BI uptake up	CAL PDZ FP-1	NSD2 inh	PvdQ inh
32	COC(=O)c1cccc(CN2C(=O)SC(Nc3ccc(C)cc3)C2=O)c1 (configuration not stated)	-3	22	-3	-2	-17
33	CC(=O)C1=C(O)C(=O)N(CCc2ccccc2)C1c1ccccc1[N+](=O)[O-] (configuration not stated)	-5	10	-2	-2	-10
39	Cc1ccc(S(=O)(=O)CC(=O)c2ccc(C(C)(C)C)cc2)cc1	0	/	-1	0	14
40	CC1(C)NS(=O)(=O)Oc2ccccc21	6	3	-1	/	-10

no.	PfHsp90 set2	MITF act	CAL PDZ FP-2	Rtt109 HAT inh	SR-BI HDL uptake
32	7	-8	-0.9	0	-22
33	-6	-5	1.0	10	-10
39	1	-1	-1.9	6	/
40	-18	16	0.5	-10	-3

# Entries of single compounds, looked up by structure.
# CC(=O)N1c2ccccc2[C@@H](C)[C@@H]1C as listed: dFosB act = 1; SR-BI uptake up = 4; CAL PDZ FP-1 = -3; NSD2 inh = /; PvdQ inh = -8; PfHsp90 set2 = -2; MITF act = -10; CAL PDZ FP-2 = 0.6; Rtt109 HAT inh = -4; SR-BI HDL uptake = -4
# O=c1c2ccccc2nc(COc2ccccc2)n1/N=C/c1cc([N+](=O)[O-])ccc1O as listed: dFosB act = 1; SR-BI uptake up = -130; CAL PDZ FP-1 = -4; NSD2 inh = 5; PvdQ inh = 4; PfHsp90 set2 = 28; MITF act = -42; CAL PDZ FP-2 = -2.4; Rtt109 HAT inh = -1; SR-BI HDL uptake = 130*

# Next section.
no.	smiles	dFosB act	SR-BI uptake up	CAL PDZ FP-1	NSD2 inh	PvdQ inh
46	O=C(Nc1c(Cl)cc2c(c1Cl)Cc1cc([N+](=O)[O-])ccc1-2)C(Cl)Cl	-4	-60	-5	-2	-11
47	CC(=O)Nc1ccc(N=Cc2ccc[nH]2)cc1	-11	-18	4	2	-13
48	COCCCNC(=O)C1CCC(CNS(=O)(=O)c2ccc(Cl)cc2)CC1 (configuration not stated)	-4	5	/	/	-4
49	Cc1c(Cl)cccc1NC(=O)N1CCN(C(=O)c2ccco2)CC1	3	24	-1	5	0
50	COc1ccccc1C(=O)Nn1c(C2CCC2)nc2ccccc2c1=O	-6	-8	/	11	-8
51	Cc1cc(Oc2ccccc2)nc(SCC(=O)Nc2ccc(Cl)c(Cl)c2)n1	-8	-8	0	3	1
52	Cc1cc(Cl)ccc1C(=O)C1CCCN(C(=O)c2cscn2)C1 (configuration not stated)	-2	-1	-2	-3	-6

no.	PfHsp90 set2	MITF act	CAL PDZ FP-2	Rtt109 HAT inh	SR-BI HDL uptake
46	11	15	-0.1	1	60
47	12	/	-3.0	8	18
48	-17	-3	-0.3	9	-5
49	-1	7	0.6	-10	-24
50	6	-9	-2.3	-3	8
51	18	/	0.6	-4	8
52	10	-11	-0.9	-4	1

# Rows were taken by chance. About 4.3% of those tested had a hit in this group.
